CHRM4 agonist: agonists of human muscarinic M4 receptor (CHRM4). CHO-K1 hM4/Gqi5, Fluo-8 calcium fluorescence; vehicle 0%, full acetylcholine response 100%. activation, % at 3 µM. 360,000 compounds, 0.14% hits. AID 624127;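 active = activation above the run mean over all test wells plus 3 SD, cut at about 32% in these data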;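 also: peak over basal fluorescence ratio per well then scaled between controls; 0% = DMSO wells and 100% = acetylcholine at EC100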
CHRM5 agonist: CHRM5 agonism in calcium assay | P08912 | CHO-K1 hM5 cells, Fluo-8 calcium fluorescence; 0% DMSO wells, 100% maximal acetylcholine response | 360,000 compounds, 0.19% hits | activation, % at 3 µM;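 active = activation above the run's mean over test compounds plus 3 SD, cut at about 23% in these data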;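 also: signal is peak over basal fluorescence ratio across the kinetic read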
Target sequence (P08912 whole entry, looked up): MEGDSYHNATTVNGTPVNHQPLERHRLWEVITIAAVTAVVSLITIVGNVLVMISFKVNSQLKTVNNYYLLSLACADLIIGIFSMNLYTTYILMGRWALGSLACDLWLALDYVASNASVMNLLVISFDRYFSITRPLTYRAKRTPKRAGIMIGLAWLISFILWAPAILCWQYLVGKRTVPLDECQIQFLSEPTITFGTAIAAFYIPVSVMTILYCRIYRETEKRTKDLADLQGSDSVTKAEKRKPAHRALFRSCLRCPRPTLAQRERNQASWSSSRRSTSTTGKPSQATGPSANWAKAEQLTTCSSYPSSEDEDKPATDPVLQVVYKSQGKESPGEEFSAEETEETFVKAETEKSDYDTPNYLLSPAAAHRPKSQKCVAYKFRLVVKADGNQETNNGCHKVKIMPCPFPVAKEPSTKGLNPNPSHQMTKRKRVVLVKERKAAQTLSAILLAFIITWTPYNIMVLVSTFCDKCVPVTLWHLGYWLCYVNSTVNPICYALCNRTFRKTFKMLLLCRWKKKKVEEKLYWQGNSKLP
CHRM5 PAM: potentiates acetylcholine response at human M5 receptor. P08912. CHO-K1 hM5, Fluo-8 calcium, ACh EC20 PAM; 0% = ACh EC20, 100% = ACh EC100. activation, % at 3 µM. 360,000 compounds, 0.3% hits. AID 624038;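 active = activation above the run cutoff, the mean activation of all test compounds plus 3 SD, cut at about 18% in these data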
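System: CHO-K1 hM5 cells. Reagent: acetylcholine, EC20 level. Compound dosing: single dose, 3 µM nominal final test concentration. Timing: Post-acetylcholine fluorescence recording 140 s. Detection: Fluo-8 calcium fluorescence. Read-out: % activation, ACh-normalized. Benchmarks: ACh EC20 and EC100 wells. Repeats: singlicate, one well per test compound.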
M1 ag: activates human CHRM1 receptor; P11229; CHO-K1 hM1, Fluo-8 calcium fluorescence, agonist mode; 0% DMSO, 100% acetylcholine EC100; activation, % at 3 µM; 360,000 compounds, 0.33% hits; AID 588814;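 active = activation above the run's mean compound activation plus 3 SD, cut at about 16% in these data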;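 also: peak over basal fluorescence ratio within a 140 s kinetic read after compound addition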
M5 antag: antagonists of human muscarinic M5 receptor (CHRM5); CHO-hM5 cells, Fluo-8 calcium fluorescence, ACh EC80; inhibition, % at 3 µM; 360,000 compounds, 0.59% hits;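 active = inhibition above a per-plate cutoff, the mean of that plate's test compounds plus 3 SD, cut at about 27% in these data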;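 also: 0% = acetylcholine EC80 with DMSO and 100% = DMSO without agonist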
CHRM1 PAM: human CHRM1 positive allosteric modulation. P11229. CHO-K1 hM1, Fluo-8 calcium fluorescence, ACh EC20; 0% = ACh EC20, 100% = maximal ACh. activation, % at 3 µM. 360,000 compounds, 0.088% hits. AID 588819; in the data active = activation above about 19%, passing the limit was not always enough
TAAR1 agonist: human TAAR1 agonism | CHO RD-HGA16 TAAR1, Fluo-8 calcium fluorescence; vehicle wells 0%, saturating PEA agonist 100% | AID 624467 | 360,000 compounds, 0.99% hits | activation, % at 3 µM;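 active = activation above the mean activation of all test compounds in the run plus 3 SD, cut at about 38% in these data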
Target sequence (Q96RJ0 whole entry, looked up): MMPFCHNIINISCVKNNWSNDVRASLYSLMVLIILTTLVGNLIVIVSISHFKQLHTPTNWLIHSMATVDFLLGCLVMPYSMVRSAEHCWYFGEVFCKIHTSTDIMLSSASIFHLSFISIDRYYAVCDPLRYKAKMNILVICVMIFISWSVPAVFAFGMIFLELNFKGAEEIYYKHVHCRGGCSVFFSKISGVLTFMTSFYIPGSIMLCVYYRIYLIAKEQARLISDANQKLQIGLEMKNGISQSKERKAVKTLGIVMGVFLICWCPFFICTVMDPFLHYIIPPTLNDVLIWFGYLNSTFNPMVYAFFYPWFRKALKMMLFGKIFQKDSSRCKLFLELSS
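Assay system: CHO-derived RD-HGA16 cells with stable Gα16 and human TAAR1; timing: 17-24 h seeding, 75 min 37 °C dye, 30 min RT; read-out: % activation from peak over basal fluorescence ratio, DMSO-to-PEA scaled; measured by: kinetic Fluo-8 calcium fluorescence; benchmarks: low control DMSO, high control PEA (EC100); doses: 3 µM single concentration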
M4 antag: blocks acetylcholine activation of human M4 receptor. P08173. CHO-hM4 cells, ACh EC80, Fluo-8 calcium fluorescence. inhibition, % at 3 µM. 360,000 compounds, 0.73% hits. AID 624125;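 active = inhibition above its plate's cutoff, the mean inhibition of sample wells plus 3 SD, cut at about 27% in these data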;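 also: 0% = acetylcholine EC80 with DMSO and 100% = DMSO without agonist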
CHRM1 antagonist: blocks human M1 muscarinic receptor; CHO-K1 hM1, Fluo-8 calcium fluorescence, ACh EC80 antagonist; inhibition, % at 3 µM; 360,000 compounds, 1.3% hits; AID 588852;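 active = percent inhibition above its own plate's cutoff, namely the mean of that plate's compound wells plus 3 SD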;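 also: peak over basal fluorescence ratio during 140 s after agonist addition; 0% = ACh EC80 plus DMSO and 100% = DMSO alone without agonist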
* hit, by the source's call; x = not tested or not shown.

molecule,CHRM4 agonist,CHRM5 agonist,CHRM5 PAM,M1 ag,M5 antag,CHRM1 PAM,TAAR1 agonist,M4 antag,CHRM1 antagonist
O=C(CN1CCN(S(=O)(=O)c2ccccc2)CC1)N1CCc2ccccc21,2,0,2,-6,-1,1,-1,-5,-4
COC(=O)/C=C/C(=O)N1CCN(c2ccccc2C)CC1,-1,-3,4,-7,-1,5,2,4,2
CCC(=O)OC1(C)C(=O)C=C2C=C(c3ccc(C#N)cc3)OC=C2C1=O (centres undefined),1,4,-3,-4,7,6,-1,9,-4
CC(C)(C)NC(=O)C(=O)NNC(=O)COc1ccccc1,0,-2,2,-5,2,9,2,6,-7
CCOC(=O)N(C)c1c(CC)nc2c(OCc3ccc(F)c(F)c3)cccn12,-2,-4,-3,-10,4,-7,2,7,12
O=C(NCCCN1CCOCC1)C(=O)N/N=C/c1ccccc1Cl,0,-2,8,-4,8,15,-2,3,-20
O=C(CN1C(=O)CCOc2ccccc21)Nc1ccc(Cl)c(S(=O)(=O)N2CCOCC2)c1,1,-3,3,-4,9,2,6,5,-1
CCn1c2ccc(C)cc2c2nnc(SCCN3CCOCC3)nc21,5,-2,-3,-8,8,6,2,3,-4
Cc1ccc(CNC(=O)C2CCN(C(=O)c3cccc(Cl)c3)CC2)cc1,2,-2,-5,-3,-13,7,-1,-12,-11
Cc1ccc(-c2noc(CCC(=O)N3CCN(c4cccc(C(F)(F)F)c4)CC3)n2)cc1,0,-2,0,0,-4,0,1,-9,-19

Part of the list above in order of number of heavy atoms, lowest first:
molecule,CHRM4 agonist,CHRM5 agonist,CHRM5 PAM,M1 ag,M5 antag,CHRM1 PAM,TAAR1 agonist,M4 antag,CHRM1 antagonist
COC(=O)/C=C/C(=O)N1CCN(c2ccccc2C)CC1,-1,-3,4,-7,-1,5,2,4,2
CCn1c2ccc(C)cc2c2nnc(SCCN3CCOCC3)nc21,5,-2,-3,-8,8,6,2,3,-4
Cc1ccc(CNC(=O)C2CCN(C(=O)c3cccc(Cl)c3)CC2)cc1,2,-2,-5,-3,-13,7,-1,-12,-11

Next part
molecule,CHRM4 agonist,CHRM5 agonist,CHRM5 PAM,M1 ag,M5 antag,CHRM1 PAM,TAAR1 agonist,M4 antag,CHRM1 antagonist
C=CCn1cnc2scc(-c3ccc(C)cc3)c2c1=O,0,-10,1,-5,-2,-4,17,4,1
O=C1C(c2ccccc2)SC(=Nc2ccccc2)N1S(=O)(=O)c1ccccc1 (centres undefined),0,-2,2,-3,0,8,9,7,-41
CC(C)C[C@H](NC(=O)c1[nH]cnc1C(=O)N[C@@H](Cc1ccccc1)C(=O)OCc1ccccc1)C(=O)OC(C)(C)C,4,-1,0,-5,3,2,1,-7,1
CCOc1ccc(C(=O)OCC(=O)NC(C)C)cc1,1,-2,-9,-4,11,8,7,4,-5
COc1ccc(C(=O)NC(C)Cc2c[nH]c3ccccc23)cc1 (centres undefined),5,-4,0,-2,7,7,2,-12,-10
O=C(Cc1c[nH]c2ccccc12)NCc1ccccc1F,1,-4,-4,-8,-3,8,2,-2,0
Cc1ccc(C(=O)Nc2cccc(C(F)(F)F)c2)cc1Nc1ccccn1,2,-6,-1,-8,3,-8,15,12,7
CC(C)c1nnc2n1N=C(c1ccc(Cl)cc1)CS2,-2,-5,2,-5,12,10,-4,0,-25
Cc1ccc(OCC(=O)Nc2ccc(S(=O)(=O)N3CCCCC3)cc2)c([N+](=O)[O-])n1,5,-2,-1,-4,7,-22,4,2,45*
Cc1ccc(Nc2nc(N)nc(CSc3nccn3C)n2)cc1,1,-3,12,-4,-5,8,9,-3,-26
COCCOC(=O)C1=C(C)Nc2ncnn2C1c1ccccc1 (centres undefined),1,1,1,-2,-4,9,4,8,-2
NC(=O)NCc1ccc(Cl)cc1,1,2,3,3,-6,14,4,1,-34
Cc1ccc(Cl)cc1NC(=O)Nc1c(C)n(C)n(-c2ccccc2)c1=O,1,-5,-1,-3,12,6,5,-3,-6
O=C1CC(N2CCCCCC2)C(=O)N1c1ccc(F)cc1 (centres undefined),1,-4,3,-10,-8,-2,0,-5,5
CC(=O)c1cnc2c(-c3ccccc3)c(C)nn2c1C,1,-8,-1,-4,1,8,13,3,-6
Cc1oc(-c2ccccc2F)nc1CSCC(=O)NC1CCCC1,1,2,4,-1,-3,2,-1,-6,-4
O=C(NC1CCCC1)c1ccc(CN2CCOCC2)cc1,0,-1,5,-4,-5,6,8,9,-6
CCC(NC(=O)c1cc(COc2ccc(F)cc2Cl)on1)c1ccncc1 (centres undefined),25,11,-2,10,5,9,43*,3,1
CC(C)(C)C(=O)C1=C(O)C(=O)N(c2ccccc2)C1c1ccccc1 (centres undefined),0,0,-1,-1,-4,8,1,-10,-15
O=C(NCC1CCCN(C2Cc3ccccc3C2)C1)c1cccs1 (centres undefined),1,-6,1,-5,-3,0,1,0,-1

(next part)
Screens in order: CHRM4 agonist | CHRM5 agonist | CHRM5 PAM | M1 ag | M5 antag | CHRM1 PAM | TAAR1 agonist | M4 antag | CHRM1 antagonist
- O=[N+]([O-])c1cc(S(=O)(=O)c2ccc(N3CCCCC3)c([N+](=O)[O-])c2)ccc1N1CCCCC1
  1 | -2 | -1 | -3 | -2 | 7 | 4 | -20 | -6
- CCCCNC(=O)C[C@@H]1C[C@@]2(C(=O)OCC)CCCC=C2N(Cc2ccc3c(c2)OCO3)C1=O
  1 | 1 | 10 | x | -10 | x | 1 | -6 | x
- COc1ccccc1-c1nnc(SCC(=O)NNC(=O)c2ccccc2F)n1C
  1 | 4 | 5 | -1 | -1 | 6 | 4 | 13 | -1
- O=C(CCC1CCCN(Cc2ccc(O)c(Cl)c2)C1)NCc1ccccc1F (centres undefined)
  1 | -9 | 10 | -6 | 3 | 2 | 5 | -7 | 1
- CN(CC(=O)Nc1ccc(F)c(F)c1F)C(=O)c1ccc2c(c1)S(=O)(=O)N=C1CCCCCN12
  1 | -1 | -6 | -4 | 5 | 6 | 3 | -24 | -23
- CCc1ccc(N2C(=O)c3sc4nnc(-c5ccccc5)c(=O)n4c3C2=O)cc1
  1 | -2 | -3 | -4 | 3 | -2 | 12 | -8 | -12
- Cc1ccnc(NC(=O)CCC(=O)N(CC(=O)NCCc2ccccc2)c2ccc(F)cc2)c1
  0 | -1 | 4 | 0 | -9 | 14 | 3 | -7 | -13
- Cc1sc(NC(=O)CCCCC(=O)Nc2sc(C)c(C)c2C(=O)O)c(C(=O)O)c1C
  9 | 1 | -14 | -1 | 10 | 8 | 15 | 13 | -2
- COc1ccc(C(c2nnnn2Cc2ccc(F)cc2)N2CCN(c3ccc(OC)cc3)CC2)cc1 (centres undefined)
  0 | -8 | -1 | -5 | -6 | 0 | 1 | 4 | 2
- CC(=O)c1cc2c(cc1NC(=O)CSc1nnc(C)s1)OCO2
  0 | 0 | 0 | -3 | 3 | 8 | 0 | -4 | -15

Ordered by count of non-hydrogen atoms (largest number first): part of the list above
Screens in order: CHRM4 agonist | CHRM5 agonist | CHRM5 PAM | M1 ag | M5 antag | CHRM1 PAM | TAAR1 agonist | M4 antag | CHRM1 antagonist
- COc1ccc(C(c2nnnn2Cc2ccc(F)cc2)N2CCN(c3ccc(OC)cc3)CC2)cc1 (centres undefined)
  0 | -8 | -1 | -5 | -6 | 0 | 1 | 4 | 2
- CCCCNC(=O)C[C@@H]1C[C@@]2(C(=O)OCC)CCCC=C2N(Cc2ccc3c(c2)OCO3)C1=O
  1 | 1 | 10 | x | -10 | x | 1 | -6 | x
- O=[N+]([O-])c1cc(S(=O)(=O)c2ccc(N3CCCCC3)c([N+](=O)[O-])c2)ccc1N1CCCCC1
  1 | -2 | -1 | -3 | -2 | 7 | 4 | -20 | -6
- Cc1sc(NC(=O)CCCCC(=O)Nc2sc(C)c(C)c2C(=O)O)c(C(=O)O)c1C
  9 | 1 | -14 | -1 | 10 | 8 | 15 | 13 | -2
- CCc1ccc(N2C(=O)c3sc4nnc(-c5ccccc5)c(=O)n4c3C2=O)cc1
  1 | -2 | -3 | -4 | 3 | -2 | 12 | -8 | -12
- O=C(CCC1CCCN(Cc2ccc(O)c(Cl)c2)C1)NCc1ccccc1F (centres undefined)
  1 | -9 | 10 | -6 | 3 | 2 | 5 | -7 | 1
- CCC(NC(=O)c1cc(COc2ccc(F)cc2Cl)on1)c1ccncc1 (centres undefined)
  25 | 11 | -2 | 10 | 5 | 9 | 43* | 3 | 1
- CC(C)(C)C(=O)C1=C(O)C(=O)N(c2ccccc2)C1c1ccccc1 (centres undefined)
  0 | 0 | -1 | -1 | -4 | 8 | 1 | -10 | -15
- Cc1oc(-c2ccccc2F)nc1CSCC(=O)NC1CCCC1
  1 | 2 | 4 | -1 | -3 | 2 | -1 | -6 | -4
- CC(=O)c1cc2c(cc1NC(=O)CSc1nnc(C)s1)OCO2
  0 | 0 | 0 | -3 | 3 | 8 | 0 | -4 | -15
- O=C(NC1CCCC1)c1ccc(CN2CCOCC2)cc1
  0 | -1 | 5 | -4 | -5 | 6 | 8 | 9 | -6
- CC(=O)c1cnc2c(-c3ccccc3)c(C)nn2c1C
  1 | -8 | -1 | -4 | 1 | 8 | 13 | 3 | -6

Following part.
Screens in order: CHRM4 agonist | CHRM5 agonist | CHRM5 PAM | M1 ag | M5 antag | CHRM1 PAM | TAAR1 agonist | M4 antag | CHRM1 antagonist
- CN(C)C(CNC(=O)c1cccc(C#N)c1)c1ccco1 (centres undefined)
  1 | 0 | 12 | -8 | 1 | 6 | 0 | -2 | -4
- NC(=O)c1c(NC(=O)c2ccc(F)cc2Cl)sc2c1CCC2
  0 | -1 | 0 | 3 | 7 | 9 | -3 | 8 | -13
- O=C1Nc2ccccc2N=C(c2ccc3c(c2)OCO3)C1N(C(=O)c1ccc2ccccc2c1)C1CC1 (centres undefined)
  2 | -1 | -7 | -4 | -12 | 1 | -1 | -11 | -32
- Cc1nonc1C(=O)N1CCCC(N2CCN(c3ccc(F)cc3)CC2)C1 (centres undefined)
  9 | 4 | -1 | -4 | -6 | 1 | 5 | -2 | -2
- CC1C=CCC2C(=O)N(c3ccc(OC(=O)c4ccco4)cc3)C(=O)C12 (centres undefined)
  1 | 3 | 13 | -2 | 1 | 11 | 1 | 11 | -16

This is a subset; count on the stated rates, not on these rows.
